High-throughput results (PubChem BioAssay)
PKM2 activator: qHTS Assay for Activators of Human Muscle isoform 2 Pyruvate Kinase | purified PKM2, Kinase-Glo ATP luminescence, activation; response scale: 0% is enzyme alone, no compound | Potency, µM (highest dose often 57.5 µM), for inactives: top-dose activation, actives largely listed as activators | 0.34% of 260,000 active | AID 1631, 2009; note: potency is the fitted concentration of half-maximal effect; % is set by controls: 0 for no effect and ±100 for the full control effect; nearly all actives have a fitted effect of over 55% in size
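Kinase-Glo luminescence reports ATP generated from ADP (0.1 mM) and PEP (0.5 mM) by purified hPK-M2 after 1 h at room temperature, pH 7.2 imidazole buffer; intermediate enzyme activity allows detecting inhibitors and activators.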
MBNL1 CUG block: qHTS Assay for Inhibitors of MBNL1-poly(CUG) RNA binding; TR-FRET MBNL1-His/biotin-(CUG)12 binding, 665/545 ratio; Potency, µM (titrated, usually from 57.5 µM), inactives show top-dose activity change, negative = inhibition, actives largely listed as inhibitors; 0.036% of 280,000 active; AID 2675, 2010; active = well fitted inhibition curve with a large enough effect in the signal ratio, with a control signal flat, not every such curve was filed as active; inconclusive = small, poorly fitted or top-dose-only effect, or effect the other way, or a change in a side signal; inactive = no such curve, though single readings can be large or run the other way; the % refers to the signal ratio; note: potency is the fitted concentration of half-maximal effect; % is set by controls: 0 for no effect and ±100 for the full control effect
Target sequence (Q9NR56 whole entry, looked up): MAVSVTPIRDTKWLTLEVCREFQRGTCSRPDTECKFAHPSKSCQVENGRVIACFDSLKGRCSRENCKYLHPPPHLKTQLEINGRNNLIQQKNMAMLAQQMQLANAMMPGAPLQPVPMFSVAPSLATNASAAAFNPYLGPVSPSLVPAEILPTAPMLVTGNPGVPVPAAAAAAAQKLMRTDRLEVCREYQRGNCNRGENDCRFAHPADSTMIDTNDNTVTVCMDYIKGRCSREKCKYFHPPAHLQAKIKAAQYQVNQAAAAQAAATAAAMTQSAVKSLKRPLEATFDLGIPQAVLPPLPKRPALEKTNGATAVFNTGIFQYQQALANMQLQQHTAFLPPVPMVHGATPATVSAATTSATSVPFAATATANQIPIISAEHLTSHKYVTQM
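Inhibition of protein-RNA binding appears as loss of TR-FRET between terbium anti-His antibody on MBNL1-His and streptavidin-XL665 on biotin-(CUG)12. Activity is normalized to buffer-only and uninhibited-complex controls.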
USP2a block: qHTS Assay for Inhibitors of Ubiquitin-specific Protease USP2a Using CHOP2 as the Reporter; USP2 core, Ub-CHOP2 coupled fluorogenic reporter, 485/531; Potency, µM (titrated, usually from 38.3 µM), without a hit: at the highest dose activity change, negative = inhibition, hits mostly inhibitors; 0.01% of 330,000 active; AID 463254, 2010;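 note: potency is the fitted concentration of half-maximal effect; plate controls were DMSO wells for no effect and full inhibition by NEM control for full effect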
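USP2 core (10nM final) preincubated 30min RT with compound in 20mM Tris-HCl pH 8.0, 2mM CaCl2, 2mM beta-mercaptoethanol, 0.05% CHAPS; 25nM Ub-CHOP2 plus 25nM reporter substrate added, fluorescence (Ex485/Em531) read after 60min.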
TSHR antag: Antagonists of the Thyroid Stimulating Hormone Receptor: HTS campaign | activity change, negative = inhibition, % at 11.5 µM | TSHR-expressing cells, TSH-stimulated cAMP HTRF, 2 h; hits give low values | Thyrotropin receptor (Homo sapiens), P16473 | 0.2% of 330,000 active;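 active = activity change below a set negative limit, meaning inhibition stronger than a set level, cut at about -70% in these data; inconclusive = activity change between two set negative limits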; note: % is set by controls: 0 for no effect and ±100 for the full control effect
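Competitive HTRF cAMP read-out (cryptate anti-cAMP antibody, cAMP-d2; 30 min, room temperature) in freshly harvested TSHR cells. Compounds added before TSH at EC80 (4nM final), followed by 2 hours' incubation at 37 deg C.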
GALK inh: qHTS Assay for Inhibitors of Human Galactokinase (GALK). 0.007% of 270,000 active. AID 1868, 2009. Potency, µM (series often up to 57.5 µM), inactives show at the highest dose activity change, negative = inhibition, actives largely listed as inhibitors. Purified GALK, Kinase-Glo residual ATP luminescence; note: potency is the fitted concentration of half-maximal effect; % is set by controls: 0 for no effect and ±100 for the full control effect
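The enzyme phosphorylates galactose (100 uM) using ATP (35 uM); inhibition is detected as higher residual ATP, quantified by bioluminescence after 1 h reaction at room temperature, pH 8.0.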
Chronic BCR inh: qHTS Assay to Find Inhibitors of Chronic Active B-Cell Receptor Signaling; ABC-DLBCL IkBa-CBG/CBR reporter, luminescence ratio, 4 h; Potency, µM (doses to about 46.1 µM), for the others: at the highest dose ratio change, negative = lower green/red ratio, usual class: inhibitors; 0.05% of 340,000 active; active = well fitted inhibition curve with a large enough effect in the signal ratio, with a control signal flat, not every such curve was filed as active; inconclusive = small, poorly fitted or top-dose-only effect, or effect the other way, or a change in a side signal; the % refers to the signal ratio;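 note: potency is the fitted concentration of half-maximal effect; plate controls were basal doxycycline-induced cells for no effect and cells given 10 µM MG132 for full effect; MG132 reads +100%, hits lower the ratio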
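Cell line TMD8 (human ABC DLBCL), stably expressing tet-inducible CBG68-IkBa fusion and CBR; IMDM/0.5% FBS; cpd up to 46 uM; dox induction, 4 h, 37C/5% CO2; dual luminescence; green/red ratio; MG132 control.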
Mito fusion act: qHTS Assay for Small Molecule Inhibitors of Mitochondrial Division or Activators of Mitochondrial Fusion | S. cerevisiae fusion-defective mutant growth rescue, CellTiterGlo 48 h | Potency, µM (titrated, usually from 46.1 µM), without a hit: at the top dose growth rescue (activation), actives largely listed as activators | 0.23% of 320,000 active;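 note: potency is the fitted concentration of half-maximal effect; % of control where 0% means no effect; nearly all actives have a fitted effect of over 45% in size; temperature-sensitive fusion mutants such as fzo1-1 at 37 °C on non-fermentable ethanol glycerol medium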
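Luminescent cell viability in 1536-well qHTS format served as the measure of rescued growth in ts fusion-mutant S. cerevisiae cultured on non-fermentable YPEG for 48 hours at 37C.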
S-ASM inh: Inhibitors of Secretory Acid Sphingomyelinase (S-ASM): qHTS. placental ASM, HMU-PC fluorogenic substrate, 60 min. Potency, µM (highest dose often 57.5 µM), without a hit: at the highest dose activity change, negative = inhibition, usual class: inhibitors. 0.006% of 340,000 active; note: potency is the fitted concentration of half-maximal effect
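Fluorescence read-out (Ex 386 nm, Em 447 nm) after stopping the reaction at pH 10. Enzyme: ASM from human placenta; substrate HMU-PC0, 9 uM final; 60 min, 37 °C. Compound preincubation 10 min, ambient temperature.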
hERG WT inh: qHTS for Inhibitors of KCHN2 3.1: Wildtype qHTS. Voltage-gated inwardly rectifying potassium channel KCNH2 (Homo sapiens), Q12809. U2OS, BacMam KCNH2, thallium flux FluxOr; hits give low values. activity change, % at 1.84 µM. 0.37% of 340,000 active. AID 720551, 2013;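 active = maximum activity change below -70%; inconclusive = maximum activity change between -70% and -50%; inactive = maximum activity change above -50%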; note: % is set by controls: 0 for no effect and ±100 for the full control effect
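U2OS cells were transduced with wild-type KCNH2 virus (2.03 x 10^8 / mL) for 4 h at room temperature, then cultured overnight at 37 C. Thallium flux was read with FluxOr dye. Rate constants were normalized to DMSO controls.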
Eya2 inh: qHTS Assay for Inhibitors of the Phosphatase Activity of Eya2; Protein phosphatase EYA2 (Homo sapiens), O00167; recombinant Eya2, OMFP fluorescence dephosphorylation (OMFP is methylfluorescein phosphate); Potency, µM (highest dose often 76.9 µM), for the others: top-dose activity, negative = inhibition, usual class: inhibitors; 0.006% of 330,000 active; AID 488837, 2010; note: potency is the fitted concentration of half-maximal effect; % is set by controls: 0 for no effect and ±100 for the full control effect
Target sequence (O00167 whole entry, looked up): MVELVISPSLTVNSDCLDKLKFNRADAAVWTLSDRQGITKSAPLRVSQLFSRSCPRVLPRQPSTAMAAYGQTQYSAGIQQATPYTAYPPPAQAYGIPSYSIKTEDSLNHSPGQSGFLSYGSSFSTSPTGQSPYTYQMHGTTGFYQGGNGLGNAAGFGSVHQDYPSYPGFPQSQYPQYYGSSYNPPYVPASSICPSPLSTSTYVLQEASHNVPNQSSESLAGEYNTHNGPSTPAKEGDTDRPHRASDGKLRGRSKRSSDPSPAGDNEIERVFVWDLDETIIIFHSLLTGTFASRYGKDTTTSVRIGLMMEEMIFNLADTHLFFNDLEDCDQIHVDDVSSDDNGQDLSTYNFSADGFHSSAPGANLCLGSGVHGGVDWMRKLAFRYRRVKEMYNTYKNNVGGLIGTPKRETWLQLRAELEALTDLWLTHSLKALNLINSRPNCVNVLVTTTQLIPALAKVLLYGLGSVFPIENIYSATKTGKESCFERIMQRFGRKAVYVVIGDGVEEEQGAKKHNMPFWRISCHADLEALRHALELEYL
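Eya2 protein (added as 0.2 uM solution) was preincubated with compound for 10 min at ambient temperature in 50 mM HEPES pH 7.5, 50 mM NaCl, 5 uM MgCl2, 0.05% BSA, 1 mM DTT. OMFP (added at 50 uM) then reacted 10 min; fluorescence read at 485/525 nm.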
Menin MLL FP TR: qHTS Assay for Inhibitors Targeting the Menin-MLL Interaction in MLL Related Leukemias: Competition With Texas Red Labeled MLL-derived Mutant Peptide; 0.23% of 270,000 active; Potency, µM (highest dose often 61.6 µM), for inactives: at the highest dose FP activity change, negative = inhibition, most hits filed as inhibitors; O00255; Menin + Texas Red MLL mutant peptide, fluorescence polarization; AID 1768, 2009; active = well fitted inhibition curve with a large enough effect in the polarisation, with a control signal flat, not every such curve was filed as active; inconclusive = small, poorly fitted or top-dose-only effect, or effect the other way, or a change in a side signal; inactive = no such curve, though single readings can be large or run the other way; the % refers to the polarisation; note: potency is the fitted concentration of half-maximal effect; % of control where 0% means no effect; many of its hits are not listed in these tables
An asterisk follows results filed as active; ? = inconclusive; · = not tested or not shown; [ ] = dose if it differs, or a comment. Unless noted, calls come from the whole dose curve; as a rule, active = well fitted curve in the direction sought with a large enough effect; inconclusive = small, poorly fitted or top-dose-only effect, or another doubt; inactive = no such curve, though single readings can be large; an effect the other way counts as inactive or inconclusive. These rows are one share of the data. The share of hits here may be higher or lower than overall.

molecule,PKM2 activator,MBNL1 CUG block,USP2a block,TSHR antag,GALK inh,Chronic BCR inh,Mito fusion act,S-ASM inh,hERG WT inh,Eya2 inh,Menin MLL FP TR
O=C(CCCCCN1C(=O)[C@@H]2Cc3ccccc3CN2C1=O)Nc1ccccc1F,·,-6%,0%,39,-7%,?,18%,-2%,0,5%,·
CC1(C)CC(=O)C(C=NCCN2CCN(CC(=O)Nc3ccc(F)cc3)CC2)=C(O)C1,0%,-5%,-1%,0,-2%,2%,-2%,2%,2,2%,·
CCOC(=O)c1sc2nc(N3CCOCC3)c3c(c2c1N)CCC3,1%,?,-4%,8,5%,?,16%,·,0,-9%,0%
NCc1ccc2[nH]c(=O)[nH]c2c1,-3%,1%,-2%,-3,0%,-1%,1%,1%,-8,-6%,-4%
O=C(Cc1nnc(NC(=O)c2ccccc2)s1)N/N=C/c1ccc(O)cc1,-4%,-14%,-1%,-8,-3%,0%,2%,0%,-7,6%,?
O=C(CN(C(=O)CNS(=O)(=O)c1ccc(F)cc1)c1ccc(F)cc1)NCc1ccco1,·,-5%,-1%,·,0%,-4%,3%,-13%,-1,-9%,·
COc1ccc(/C=N/N2CCN(C)CC2)c(OC)c1OC,3%,·,1%,3,-7%,2%,3%,2%,-2,12%,10%
COc1ccc(C(=O)NNC(=O)Cc2coc3cc(OC)ccc23)cc1,·,·,0%,-1,·,-12%,·,-1%,-1,2%,·
CCCCn1c(C)cc2c(c1=O)C1O[C@](c3ccsc3)(Cc3ccccc31)O2,-1%[11.5 µM],-6%[11.5 µM],2%[7.66 µM],·,·,5%[9.22 µM],4%[9.22 µM],·,·,-4%[15.4 µM],?
COc1ccc(-n2c(=S)[nH]c3cc(C(=O)Nc4ccc(C)c(F)c4)ccc3c2=O)c(OC)c1,2%,4%,-12%,-28,0%,?,2%,-5%,1,12%,?
O=C1CC2(CCN(S(=O)(=O)c3ccccc3)CC2)Oc2ccccc21,·,·,0%,-10,·,-3%,15%,2%,6,-31%,·
O=C(Nc1ncn[nH]1)c1cc(S(=O)(=O)Nc2ccc(Cl)cc2)ccc1Cl,0%,-8%,-1%,-2,0%,2%,-2%,4%,-16,3%,-1%
CCOC(=O)c1[nH]c(C)c(CN(C(C)=O)c2ccc(OCC)cc2)c1C,0%,2%,2%,-2,0%,?,-9%,0%,-3,7%,?
Cc1ccc(Cl)c(OCCN2CCCC(C)C2)c1 (stereo not drawn),1%,3%,-2%,13,2%,?,19%,6%,7,-3%,-9%
Cc1ccc(S(=O)(=O)Nc2ccc(NC(=O)CN3CCCCC3)c(Cl)c2)cc1,-6%,3%,-1%,3,-1%,-9%,-2%,-1%,-2,-42%,·

Some of these compounds in order of their number in USP2a block, ascending:
mol	PKM2 activator	USP2a block	TSHR antag	GALK inh	Chronic BCR inh	S-ASM inh	Eya2 inh	Menin MLL FP TR
Cc1ccc(Cl)c(OCCN2CCCC(C)C2)c1 (stereo not drawn)	1%	-2%	13	2%	?	6%	-3%	-9%
O=C1CC2(CCN(S(=O)(=O)c3ccccc3)CC2)Oc2ccccc21	·	0%	-10	·	-3%	2%	-31%	·
COc1ccc(/C=N/N2CCN(C)CC2)c(OC)c1OC	3%	1%	3	-7%	2%	2%	12%	10%

Following part:
molecule,PKM2 activator,MBNL1 CUG block,USP2a block,TSHR antag,GALK inh,Chronic BCR inh,Mito fusion act,S-ASM inh,hERG WT inh,Eya2 inh,Menin MLL FP TR
Cc1ccccc1Cn1cnc2ccccc2c1=O,8%,184%[activator],5%,-2,2%,2%,4%,5%,-4,1%,3%
CCN(CCn1cccn1)C(=O)CCc1nnc(C2CCCCC2)o1,0%,7%,3%,1,-1%,3%,3%,-2%,-8,12%,·
CCOc1ccc(NC(=O)CN2C(=O)CSC(C)C2=O)cc1 (stereo not drawn),0%,-2%,-1%,-12,0%,4%,-3%,-3%,-7,5%,10%
COc1ccc(/C(O)=C2/C(=O)C(=O)N(CCCN3CCOCC3)C2c2ccc(C(C)C)cc2)cc1 (stereo not drawn),0%,5%,2%,-6,3%,4%,1%,1%,3,3%,4%
CC(Sc1nc2ccccc2[nH]1)C(=O)Nc1ccc2c(c1)OCCO2 (stereo not drawn),-5%,-18%,-10%,8,-2%,?,1%,-1%,-7,19%,-2%
CCc1cccc(NC(=O)C2CCN(c3ncnc4sc(C)c(C)c34)CC2)c1,·,·,3%,·,·,-2%,·,-19%,-1,-14%,·
COCCCN1C(=O)c2ccc(C(=O)OCC(=O)N(C)c3ccccc3)cc2C1=O,29%,?,0%,3,-8%,-2%,-1%,-3%,14,-5%,-15%
Cc1nc2c3ccccc3n(CC(=O)c3ccc(F)cc3)c(=O)n2n1,-4%,-3%,-5%,2,2%,-8%,-3%,0%,0,2%,4%
Cc1ccc(C(C)C)c(OC/C(O)=C(\C#N)c2nc3ccccc3[nH]2)c1,-2%,5%,2%,-11,-4%,-10%,3%,-6%,-1,4%,·
Cc1ccc(S(=O)(=O)c2c(N)n(CCC(C)C)c3nc4ccccc4nc23)cc1,17%,10%,2%,10,2%,?,7%,·,3,0%,-11%
CN(C)S(=O)(=O)N(CC(=O)N1CCN(Cc2ccccc2)CC1)c1ccccc1,4%,5%,10%,2,-3%,-7%,-2%,3%,-11,-23%,·
O=C(O)C1OC(C(=O)O)C2C1C(F)(F)C2(F)F (stereo not drawn),0%,9%,-1%,-8,8%,-1%,-2%,-2%,-7,-5%,-7%
CCOC(=O)C1CCN(c2c(NCc3ccc(N(C)C)cc3)c(=O)c2=O)CC1,0%,-3%,-1%,-2,5%,9%,3%,5%,0,-5%,·
CCN(C(=O)Cn1cc(C(C)=O)c2ccccc21)c1ccccc1,-1%,-5%,0%,-6,-1%,19%,13%,5%,-1,12%,1%
Cc1cc(-c2ccccc2)nc(SCC(=O)c2cccc([N+](=O)[O-])c2)n1,3%,?,3%,-7,-1%,4%,6%,-1%,-15,-6%,?
COc1ccc(/C=N/NC(=O)c2cccnc2)c2ccccc12,·,?,-2%,-6,-1%,-20%,1%,9%,-6,26%,7%
O=c1/c(=C/c2ccco2)sc2n1CN(c1ccccc1)CN=2,5%,?,2%,-1,0%,9%,-2%,-2%,-1,22%,6%
